Assay outcomes: PubChem BioAssay, National Center for Advancing Translational Sciences (NCATS)
HEK293 tox: Cytotoxic Profiling in HEK 293 Cell Line of Diverse Libraries Using Quantitative High-Throughput Screening; Potency, µM (titrated, usually from 115 µM), without a hit: at the top dose activity change, negative = cytotoxicity, usual class: inhibitors; HEK 293 viability, ATP luminescence (CellTiter-Glo), 48-72 h; 94,000 tested, 6.6% active; note: potency is the fitted concentration of half-maximal effect; nearly all actives have a fitted effect of over 60% in size
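250 HEK 293 cells/well; compound by pintool; incubated 48 or 72 hr at 37 degree Celsius; CellTiter-Glo added, 10 min RT, luminescence imaged.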
HEK293 viab: GF-AFC viability counterscreen for inhibitors of alpha-synuclein gene (SNCA) expression | HEK-293-SNCA-luc viability, GF-AFC fluorescence, 24 h | Potency, µM (doses to about 57.1 µM), for inactives: top-dose activity change, negative = cytotoxicity, hits mostly cytotoxic | 150,000 tested, 0.12% active | AID 1671193, 2021;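 note: potency is the fitted concentration of half-maximal effect; 0% = DMSO-treated cells and -100% = medium-only wells without cells; nearly all actives have a fitted effect of over 30% in size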
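HEK-293-SNCA-luc cells (1500/well) plated 24 h, then exposed 24 h to a dilution series; GF-AFC added 30 min at 37C, fluorescence 405/540 nm; normalised to medium-only and DMSO wells, Hill fit.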
SNCA expr inhib: Primary qHTS assay for inhibitors of alpha-synuclein gene (SNCA) expression; HEK-293 SNCA-luciferase knock-in, luminescence, 24 h; Potency, µM (top dose mostly 57.2 µM), for the others: top-dose activity change, negative = inhibition, usual class: inhibitors; 140,000 tested, 0.17% active; AID 1671194, 2021;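 note: potency is the fitted concentration of half-maximal effect; plate controls were DMSO cells for no effect and cell-free wells for full effect; nearly all actives have a fitted effect of over 45% in size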
IP6K1 inh: Primary qHTS assay for small molecule inhibitors of Inositol hexaphosphate kinase 1 (IP6K1) | Inositol hexakisphosphate kinase 1 (Homo sapiens), Q92551 | IP6K1 kinase, ADP-Glo luminescence, 2 h; hits give low values | activity change, % (series mostly up to about 58 µM) | 140,000 tested, 0.81% active | AID 1645851, 2021; in the data active = activity change below about -25%
Target sequence (Q92551 whole entry, looked up): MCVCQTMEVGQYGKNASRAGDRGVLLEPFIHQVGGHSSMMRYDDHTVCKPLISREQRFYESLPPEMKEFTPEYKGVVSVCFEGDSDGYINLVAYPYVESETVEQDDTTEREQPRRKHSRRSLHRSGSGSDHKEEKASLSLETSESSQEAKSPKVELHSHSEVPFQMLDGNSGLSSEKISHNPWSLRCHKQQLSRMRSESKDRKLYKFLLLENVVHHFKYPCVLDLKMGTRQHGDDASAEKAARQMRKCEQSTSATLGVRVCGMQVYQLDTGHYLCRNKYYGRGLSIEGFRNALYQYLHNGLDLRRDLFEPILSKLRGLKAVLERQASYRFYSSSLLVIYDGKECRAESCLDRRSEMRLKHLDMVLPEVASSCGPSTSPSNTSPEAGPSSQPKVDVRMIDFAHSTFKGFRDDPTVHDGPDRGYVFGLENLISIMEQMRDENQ
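ADP-Glo luminescence measures ADP made by human IP6K1 during a 2 h RT reaction with ATP/IP6 (mix at 1.3 mM/130 uM); top library doses 57.5 and 19.1 uM final.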
Luciferase inh: Firefly luciferase inhibition profiling of diverse chemical library using quantitative high-throughput screening. Luciferin 4-monooxygenase (Photinus pyralis), P08659. purified P. pyralis luciferase, luminescence, biochemical. Potency, µM (top dose mostly 115 µM), without a hit: at the top dose activity change, negative = inhibition, hits mostly inhibitors. 76,000 tested, 2.5% active. AID 1347043, 2019; note: potency is the fitted concentration of half-maximal effect; nearly all actives have a fitted effect of over 65% in size
Target sequence (P08659 whole entry, looked up): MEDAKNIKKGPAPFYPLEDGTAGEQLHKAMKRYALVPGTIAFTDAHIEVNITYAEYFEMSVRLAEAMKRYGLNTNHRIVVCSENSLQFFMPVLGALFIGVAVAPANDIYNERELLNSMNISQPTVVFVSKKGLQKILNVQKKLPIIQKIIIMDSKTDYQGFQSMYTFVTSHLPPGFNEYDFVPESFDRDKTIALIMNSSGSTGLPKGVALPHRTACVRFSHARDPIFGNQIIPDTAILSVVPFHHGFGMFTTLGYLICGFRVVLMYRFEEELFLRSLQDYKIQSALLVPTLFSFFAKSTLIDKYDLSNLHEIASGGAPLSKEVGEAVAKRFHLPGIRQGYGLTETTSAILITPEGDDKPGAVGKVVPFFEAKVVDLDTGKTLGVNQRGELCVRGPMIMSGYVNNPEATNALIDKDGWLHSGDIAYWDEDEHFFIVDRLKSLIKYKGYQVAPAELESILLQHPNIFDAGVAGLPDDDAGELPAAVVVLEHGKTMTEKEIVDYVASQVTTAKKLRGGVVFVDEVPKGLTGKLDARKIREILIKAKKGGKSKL
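Luminescence read by CCD imaging after purified firefly luciferase (10nM final) was added to substrate buffer holding 10uM D-luciferin and 10uM ATP, pH 7.5, pre-dosed with compound.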
NIH3T3 tox: Cytotoxic Profiling in NIH 3T3 Cell Line of Diverse Libraries Using Quantitative High-Throughput Screening | NIH 3T3 viability, CellTiter-Glo ATP luminescence, 48-72 h | Potency, µM (series often up to 96.7 µM), for the others: at the highest dose activity change, negative = cytotoxicity, actives largely listed as inhibitors | 94,000 tested, 4.3% active; note: potency is the fitted concentration of half-maximal effect; nearly all actives have a fitted effect of over 55% in size
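Cytotoxicity was measured by CellTiter-Glo ATP luminescence after 48 or 72 h compound exposure at 37 °C. Mouse NIH 3T3 fibroblasts were seeded at 400 cells/well and dosed by 23 nL pin transfer.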
GPT2 inhibitor: Primary qHTS assay for inhibitors of Glutamate pyruvate transaminase 2 (GPT2) | Alanine aminotransferase 2 (Homo sapiens), Q8TD30 | Recombinant GPT2, coupled pyruvate oxidase/HRP Amplex Red fluorescence | Potency, µM (highest dose often 57.7 µM), for inactives: top-dose activity change, negative = inhibition, actives largely listed as inhibitors | 100,000 tested, 0.25% active; note: potency is the fitted concentration of half-maximal effect; nearly all actives have a fitted effect of over 60% in size; many of its hits are not listed in these tables
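GPT2 10ng/uL, a-KG 250uM, L-Ala 2mM, HEPES pH7.5 + 0.0001% Tween; 30 min RT. Then Amplex mix (PO/HRP/ThPP), 30 min RT dark, fluorescence. AOA 50uM used as positive control.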
An asterisk follows results filed as active; i = inactive; ? = inconclusive; / = no result given; & = joins results of further samples; ! = not active in a repeat; [ ] = another dose, or the depositor's remark. Unless noted, calls come from the whole dose curve; as a rule, active = well fitted curve in the direction sought with a large enough effect; inconclusive = small, poorly fitted or top-dose-only effect, or another doubt; inactive = no such curve, though single readings can be large; an effect the other way counts as inactive or inconclusive. Unless noted, % is set by controls: 0 for no effect and ±100 for the full control effect. Rows are unselected. Share with any hit: about 7.7%.

SMILES	HEK293 tox	HEK293 viab	SNCA expr inhib	IP6K1 inh	Luciferase inh	NIH3T3 tox	GPT2 inhibitor
CC(=O)NC1(C)CCN(Cc2ccccc2-c2cccc(C(C)=O)c2)C1 (centres undefined)	?	3%[87.6 µM]	59%[activator][87.6 µM]	-8	-23%[172 µM]	?	i
O=C1NCc2ccccc2CC12CCN(Cc1c(Cl)cncc1Cl)CC2	-25%	-18%	-12%	-11	/	-11%	0%
O=C(/C=C/n1cnc(-c2cc(C(F)(F)F)cc(C(F)(F)F)c2)n1)NNc1cnccn1	/	-31%	/	-1	/	/	i
COc1ccc(C(=O)NC2CCN(c3cc(-c4ccc(F)cc4)[nH]n3)C2)c(OC)c1 (centres undefined)	?	-27%	-22%	14	-4%	?	?
CCn1cc(CN2CCCC(COc3ccccc3C(=O)N3CCCC3)C2)c2ccccc21 (centres undefined)	?	?	-4%	-13	-8%	?	4%
Cc1ccc(S(=O)(=O)N2CCC(n3cnnc3C)CC2)cc1F	-16%	10%	4%	-1	-9%	-10%	i
Cc1ccccc1CNC(=O)C1CCN(c2nnc(-n3c(C)ccc3C)s2)CC1	/	-9%	-6%	-1	/	/	/
CN1CCOC[C@H]2CCN(S(=O)(=O)c3ccc4c(c3)OCCO4)C[C@H]21	-27%	-2%	20%	-5	/	-18%	i
COc1ccccc1NC(=O)NCCCN1CCN(c2ccc(F)cc2)CC1	/	-2%	-6%	-4	/	/	/
COc1ccc(-n2cc(C(=O)NC(C)c3ccccc3)c3ccccc3c2=O)cc1 (centres undefined)	/	-5%	?	-3	/	/	/
Cc1nn(-c2ccccc2)c2c1C(C1CC1)N(C1CN(C(=O)c3ccccc3F)C1)C2=O (centres undefined)	?	/	/	18	/	?	/
CN(Cc1cccc(C(F)(F)F)c1)C(=O)C1CC1	-11%[172 µM]	9%[87.6 µM]	0%[87.6 µM]	2	-2%[172 µM]	-14%[138 µM]	2%[88.5 µM]
CC(=O)Nc1ccc([C@@H](O)[C@H]2COCC(=O)N2CCCc2ccccc2)cc1	2%[172 µM]	2%[87.6 µM]	8%[87.6 µM]	-11	9%[172 µM]	-1%[138 µM]	-2%[88.5 µM]
COc1ccc(C(=O)N2CCN(C(=O)N3CC4CC(C3)[C@H]3CCCC(=O)N3C4)CC2)cc1F (some centres undefined)	-18%	-4%	19%	-3	12%	-13%	i
Cc1ccc2c(=O)cc(CSc3ncn[nH]3)[nH]c2c1C	/	-14%	-22%	3	/	/	/
CCOC(=O)c1c(C)n(-c2ccccc2)c2ccc(OC(=O)c3cc(OC)cc(OC)c3)cc12	/	-7%	0%	13	/	/	/
O=C(c1cccc(C(F)(F)F)c1)N1CCC2(CC1)CC(O)CCO2 (centres undefined)	i	5%	-18%	5	5%	5%	i
Clc1ccc(-c2cnc3n2C[C@H](CNC2CCOCC2)OC3)cc1	?	9%[87.6 µM]	-13%[87.6 µM]	36	3%[172 µM]	89µM*	?
Cc1cccc(C(=O)N2CCCCC2CCN2CCCCC2)c1 (centres undefined)	/	6%	3%	-8	/	/	/
COc1ccc(CNC(=O)C(=O)NCC(c2ccco2)S(=O)(=O)c2cccs2)cc1 (centres undefined)	/	-5%	-3%	9	/	/	/
CCCCSCc1cc(C(=O)N2C[C@H](OCC)[C@@H](O)C2)oc1C	3%	-15%	-2%	15	-15%	2%	-21%
COc1cccc(CCNC(=O)c2c(O)nc3cc(C)ccn3c2=O)c1	/	13%	23%	5	/	/	/
O=C(Cc1ccccc1Cl)N1CC(c2nnc(-c3ccncc3)o2)C2(CCOCC2)C1 (centres undefined)	-27%	-14%	15%	28	-2%	-21%	-11%
Cc1ccc(Sc2ccc(N3CCCC(C(=O)Nc4ccc(F)c(Cl)c4)C3)nn2)cc1 (centres undefined)	/	-10%	-18%	-12	/	/	/
O=C(NC1CCN(Cc2cccc(-c3cccs3)c2)CC1)c1ccccc1	35µM*!	13%[12.5 µM]	-8%&-2%	-2&-11	/	-31%&-28%	5%
SMILES	HEK293 tox	HEK293 viab	SNCA expr inhib	IP6K1 inh	Luciferase inh	NIH3T3 tox	GPT2 inhibitor
CCOc1ccc(NC(=O)Cn2c(=O)c(CNc3ccc(OC)cc3)cc3ccc(OC)cc32)cc1	/	-25%	-14%	-11	/	/	/
NC(=O)c1cccnc1N1CCC2(CCCN(Cc3ccccc3F)C2)C1 (centres undefined)	-31%	5%	-7%	3	-5%	0%	-22%
O=C(C1CCCN(c2nc3ncccc3o2)C1)N1CCCC1 (centres undefined)	-17%[172 µM]	-8%[87.6 µM]	-11%[87.6 µM]	11	-9%[172 µM]	-2%[138 µM]	i
COc1cccc(-c2ccc(C(=O)N3CCC(NC(=O)NC4CCCC4)CC3)cc2)c1	-23%	5%[12.5 µM]	20%	8	/	-32%	?
COCCN1C(=O)CC[C@]2(C(=O)N3CCC(N4CCCCC4)CC3)CCCC[C@@H]12	i	7%	22%	-4	3%	i	i
CC1CCN(S(=O)(=O)c2nnc(NC(=O)c3ccc(C(C)C)cc3)s2)CC1	/	-1%	-15%	21	/	/	/
COc1ccccc1-c1cn2c(n1)CO[C@@H](CNCc1ccc(F)cc1)C2	71µM*	-27%[87.6 µM]	0%[87.6 µM]	0	-3%[172 µM]	?	-23%[88.5 µM]
CCOc1ccc2c(c1)c(=O)c(C(=O)c1ccc(CC)cc1)cn2CC(=O)Nc1ccc2c(c1)OCCO2	/	-8%	18%	-17	/	/	/
Cc1ccc(OCCC2CCN(C(=O)c3ccoc3)C2)cc1 (centres undefined)	?	3%	22%	6	-23%	?	i
COc1ccc(CN2CC[C@H](c3nnc(-c4ccco4)o3)C2)cc1	-13%[172 µM]	0%[87.6 µM]	28%[87.6 µM]	3	-30%[172 µM]	-18%[174 µM]	-1%[88.5 µM]
CCCCN(CCCNC(=O)c1ccc(Sc2ccc(Cl)cc2)c(NC(C)=O)c1)c1ccccc1	/	-16%	?	2	/	/	/
CCOc1ccc(C(=O)NCc2nc3cccnc3n2Cc2cccc(OC)c2)cc1	/	-8%	-19%	0	/	/	/
CC(C)Cc1cc(CNC(=O)[C@H]2CNC[C@H](C(=O)N3CCCC3)C2)no1	2%	2%	-18%	-11	4%	i	2%[11.5 µM]
O=C(N1CCN(Cc2ccc(Cl)c(Cl)c2)CC1)C12CNCC1CNC2 (centres undefined)	?	1%	12%	24	2%	?	2%
O=C(c1ccc2nnc(Cc3ccc(Cl)cc3)n2c1)N1CCOCC1	-6%	-20%[12.5 µM]	-17%	12	/	-17%	-8%
COc1ccccc1-c1nnc([C@H]2CCN(Cc3ccccn3)C2)o1	?	-10%[87.6 µM]	2%[87.6 µM]	-3	-30%[172 µM]	35µM*	-10%[88.5 µM]
O[C@@H]1C[C@@H](c2nnc3n2CCN(Cc2cccc(F)c2)C3)N(Cc2ccccc2)C1	?	1%[12.5 µM]	-13%	12	3%	-19%	i
CCc1ccc(-n2nc(CO)c(C(=O)NCCc3ccccc3)n2)cc1	/	21%	14%	15	/	/	/
Cc1cc(=O)n(Cc2ccccc2)c2c1c(C)nn2-c1ccccc1	/	1%	22%	12	/	/	/
O=C1NCCCCCN(C(=O)CN2CCCC2=O)[C@H]2CCC[C@@H]12	i	2%	-26%	-3	-14%	-17%	?
CCOC(=O)N1CCC(N[C@@H]2CC[C@@H]2NC(=O)c2cnc3cccnn23)CC1	2%	2%	-16%	22	-3%	-15%	?
CC(C)(C)n1cnc2cccnc21	1%[230 µM]	3%[87.6 µM]	-1%[87.6 µM]	0	3%[230 µM]	-6%[174 µM]	i
COc1cc2c(cc1OC)C(COc1ccc3c(C)cc(=O)oc3c1)N(C(=O)CC(C)C)CC2 (centres undefined)	/	3%	14%	-9	/	/	/
Cc1cn2nc(C(=O)Nc3ccc(F)c(C)c3)cc2c(N2CCSCC2)n1	?	-17%	-15%	-5	-10%	?	i
Cn1c(=O)c2c(n3c4ccccc4nc13)NC(=O)CC2c1cccc(Cl)c1 (centres undefined)	/	-7%	20%	24	/	/	/

Fetched by structure from above, two records:
SMILES	HEK293 tox	HEK293 viab	SNCA expr inhib	IP6K1 inh	Luciferase inh	NIH3T3 tox	GPT2 inhibitor
O=C1NCCCCCN(C(=O)CN2CCCC2=O)[C@H]2CCC[C@@H]12	i	2%	-26%	-3	-14%	-17%	?
CC(C)Cc1cc(CNC(=O)[C@H]2CNC[C@H](C(=O)N3CCCC3)C2)no1	2%	2%	-18%	-11	4%	i	2%[11.5 µM]

Remaining list, next part:
SMILES	HEK293 tox	HEK293 viab	SNCA expr inhib	IP6K1 inh	Luciferase inh	NIH3T3 tox	GPT2 inhibitor
Cc1c(C(=O)OCC2CCCCC2)[nH]c2c1C(=O)CC(c1ccc(Cl)cc1)C2 (centres undefined)	/	1%	24%	4	/	/	/
COCCN1CC(C(=O)N(C)Cc2sccc2C)CCC1=O (centres undefined)	i	1%	12%	7	4%	4%	?
COc1cccc(OCc2nc(C(=O)N3CC4C[C@@H]5CC3C[C@H](C4)C5)co2)c1	?	3%	3%	0	4%	?	-1%
O=C(NCc1cccs1)c1ccc2nnc(C3CCCC3)n2c1	-11%	-5%	18%	6	/	?	i
c1ccc(CNc2ncc(-c3ccc(N4CCOCC4)cc3)c3c2OCC3)cc1	?	-21%[87.6 µM]	15%[87.6 µM]	6	?	?	i
O=C(c1ccnc(-c2ccccc2-c2ccccc2)c1)N1CCCC1	?	4%	-20%	-6	14%	35µM*	i
CC1=C(CCC(C)O[C@@H]2O[C@H](CO)[C@@H](O)[C@H](O)[C@H]2O)C(C)(C)CCC1=O (some centres undefined)	/	17%	/	7	/	/	i
CCOc1ccc(-c2cc3nc(C4CCN(C(=O)OC(C)(C)C)CC4)c(C(=O)Nc4cccc(C(F)(F)F)c4)cn3n2)cc1	/	-5%	-17%	-16	/	/	/
NC1CCC(n2cc(C(=O)NCc3cc(-c4cccnc4)no3)nn2)CC1 (centres undefined)	?	-1%	13%	14	-27%	0%	?
COc1ccc(Cl)cc1C(=O)NCc1nnc2ccc(-c3ccccc3)nn12	-35%	1%	-2%	-3	0%	-27%	i

Among those listed so far, two have two or more sulfur atoms:
SMILES	HEK293 tox	HEK293 viab	SNCA expr inhib	IP6K1 inh	Luciferase inh	NIH3T3 tox	GPT2 inhibitor
COc1ccc(CNC(=O)C(=O)NCC(c2ccco2)S(=O)(=O)c2cccs2)cc1 (centres undefined)	/	-5%	-3%	9	/	/	/
CC1CCN(S(=O)(=O)c2nnc(NC(=O)c3ccc(C(C)C)cc3)s2)CC1	/	-1%	-15%	21	/	/	/
